Compound activity as filed in PubChem.
Growth percent in the NCI-60 one-dose screen (48 h, 10 µM unless noted): 100 = growth as untreated, 0 = no growth, -100 = all killed.
MDA-MB-231 – MDA-MB-231 breast cancer; hit rate 5% among 81,000
T-47D – T-47D breast cancer | hit rate 5% among 79,000 | AID 1794792
HS 578T – HS 578T breast cancer. AID 1794788. hit rate 4.1% among 78,000
SR – SR leukemia cells; hit rate 8.7% among 73,000
K-562 – K-562 leukemia. hit rate 7.4% among 78,000. AID 1794777
BT-549 – BT-549 breast cancer | hit rate 4.4% among 78,000 | AID 1794793
MDA-MB-468 – MDA-MB-468 breast cancer. AID 2202374. hit rate 8.5% among 78,000
MCF7 – MCF7 breast cancer; hit rate 6.3% among 82,000
Starred values were filed as active, the others as inactive; / = not tested or not shown; & = joins results of further samples; ! = not active in a repeat. How the source made its calls: active means growth percent below 10; inactive means the rest.

SMILES	MDA-MB-231	T-47D	HS 578T	SR	K-562	BT-549	MDA-MB-468	MCF7
c1ccc2c(c1)CCc1ccccc1C2	94	84	/	96	109	/	119	93
Cc1ccc2c(c1)C(C(C)C)CCC2(C)C (configuration not stated)	102	85	105	93	93	102	106	91
O=C(N/C(C(=O)N1CCCCC1)=C(\Br)c1ccc(/C(Br)=C(/NC(=O)c2ccccc2)C(=O)N2CCCCC2)cc1)c1ccccc1	90	105	114	116	107	100	118	94
O=[N+]([O-])c1nccn1CCCCCCN1CCOCC1	107	97	104	90	94	102	108	95
COc1ccc2nc3c(cc2c1)C(=O)CC(c1ccccc1)C3 (configuration not stated)	55	75	/	18	13	52	68	56
COc1ccc(-c2nc3ccccc3[nH]2)cc1OC	86	80	114	99	108	102	93	82
COc1ccc(C2=C(c3ccccc3)c3ccc(OC(C)=O)cc3OC2(C)C)cc1	68	84	104	41	/	140	86	94
Cc1nc2ccccc2nc1SCc1nnc(Nc2ccccc2)o1	79	72	103	87	78	96	77	85
CCCCCCCCCCCCCCCCCCCC(=O)NCCc1c[nH]c2ccc(OC(=O)NOCCOCCOCCOCCOCCOCCOCCOCCOCCOCCOCCOCCOCCOCCOCCOCCOCCOCCOCCOCCOCCOCCOC)cc12	-74*	-8.7*	-19*	/	8.7*	-13*	-15*	-12*
C1CCOC1	106	100	/	86	102	95	101	97

Three entries already listed, ordered by SMILES length, highest first:
SMILES	MDA-MB-231	T-47D	HS 578T	SR	K-562	BT-549	MDA-MB-468	MCF7
O=C(N/C(C(=O)N1CCCCC1)=C(\Br)c1ccc(/C(Br)=C(/NC(=O)c2ccccc2)C(=O)N2CCCCC2)cc1)c1ccccc1	90	105	114	116	107	100	118	94
O=[N+]([O-])c1nccn1CCCCCCN1CCOCC1	107	97	104	90	94	102	108	95
Cc1ccc2c(c1)C(C(C)C)CCC2(C)C (configuration not stated)	102	85	105	93	93	102	106	91

The results go on.
SMILES	MDA-MB-231	T-47D	HS 578T	SR	K-562	BT-549	MDA-MB-468	MCF7
C=C(C)[C@@H]1CC[C@]2(C(=O)NCCNCCN)CC[C@]3(C)[C@H](CC[C@@H]4[C@@]5(C)C/C(=C/c6ccncc6)C(=O)C(C)(C)[C@@H]5CC[C@]43C)[C@@H]12	97	81	87	95	86	95	80	98
Oc1ccc(-c2nc3ccc(/C(=N\N=C\c4ccccc4)c4ccccc4)cc3[nH]2)cc1	92	80	103	65	69	96	80	55
COc1ccc(N=C2S/C(=C/c3cn(-c4ccccc4)nc3-c3ccc(Cl)cc3)C(=O)N2Cc2nc3ccccc3[nH]2)cc1	85	95	110	80	101	124	89	100
Cc1cn2c(=O)c3ncn(C4OC(CO)C(O)C4O)c3n(C)c2n1 (configuration not stated)	121	98	102	106	107	110	97	98
CN(C)c1ccc(C=Nc2ccccc2)cc1	89	119	98	/	87	101	99	99
CCN(CC)CCSc1ncnc2c1cnn2-c1ccc(S(N)(=O)=O)cc1	93	102	103	57	63	100	/	83
CC(C)N1CC(=O)N2CSCC2C1=O (configuration not stated)	120	108	99	114	104	110	93	99
c1ccc(CNc2ncnc3scc(-c4cccs4)c23)nc1	60	47	80	62	43	64	12	67
Cn1cnc(I)c1Cc1ccc(OCc2ccccc2)cc1	77	54	68	/	49	96	48	74
COC(=O)CNC(=O)c1ccc(-n2cc(-c3ccccc3)nn2)cc1	106	101	101	98	102	98	107	101
CCCCn1c(=O)c(-c2cc(-c3ccc(Cl)cc3)nc(-c3ccc(Cl)cc3)c2)cc2cc(OC)ccc21	91	90	95	98	91	102	98	96
O=C(/C=C/c1ccc2c(c1)OCO2)c1ccc(O)cc1O	78	67	/	42	26	93	59	61
COc1ccc([C@H]2[C@H](O)C(=O)N2c2cc(OC)c(OC)c(OC)c2)cc1	25	70	17	/	/	-2.4*	8.3*	12
CCOC(=O)c1[nH]c(=O)c2c(OCC)nc(-c3ccccc3)cc2c1O	106	100	108	125	120	233	90	102
COc1ccc(OC)c(/C=C/c2nc(SCc3ccccc3)n(-c3ccc(Cl)cc3)n2)c1	67	78	-2.4*	20	18	62	34	53
CCCCCCCCN(CCO)CCCCCCCC	117	98	117	97	104	106	99	94
CC1=C(C(=O)Nc2ccccn2)C(c2cn(-c3ccccc3)nc2-c2ccc(F)cc2)C(C(=O)Nc2ccccn2)=C(C)N1	73	80	92	91	/	94	41	53
COCOc1ccc2c(=O)c(C)c(C(=O)N[C@@H](Cc3ccccc3)C(O)C(=O)NCCc3ccc(OC)cc3)oc2c1 (some centres not stated)	99	97	104	/	84	122	95	103
CN1C(=O)/C(=C/c2ccc(C(=O)Nc3ncc(Cc4cccc(Cl)c4)s3)cc2)SC1=S	77	43	75	85	55	57	38	46
COc1ccc(S(=O)(=O)Nc2cc(/C=C\c3cc(OC)c(OC)c(OC)c3)cc(OC)c2OC)cc1OC	32	44	8.3*	20	16	47	25	18

18 of the compounds above, bar-delimited.
SMILES | MDA-MB-231 | T-47D | HS 578T | SR | K-562 | BT-549 | MDA-MB-468 | MCF7
Oc1ccc(-c2nc3ccc(/C(=N\N=C\c4ccccc4)c4ccccc4)cc3[nH]2)cc1 | 92 | 80 | 103 | 65 | 69 | 96 | 80 | 55
COc1ccc(N=C2S/C(=C/c3cn(-c4ccccc4)nc3-c3ccc(Cl)cc3)C(=O)N2Cc2nc3ccccc3[nH]2)cc1 | 85 | 95 | 110 | 80 | 101 | 124 | 89 | 100
Cc1cn2c(=O)c3ncn(C4OC(CO)C(O)C4O)c3n(C)c2n1 (configuration not stated) | 121 | 98 | 102 | 106 | 107 | 110 | 97 | 98
CN(C)c1ccc(C=Nc2ccccc2)cc1 | 89 | 119 | 98 | / | 87 | 101 | 99 | 99
CCN(CC)CCSc1ncnc2c1cnn2-c1ccc(S(N)(=O)=O)cc1 | 93 | 102 | 103 | 57 | 63 | 100 | / | 83
CC(C)N1CC(=O)N2CSCC2C1=O (configuration not stated) | 120 | 108 | 99 | 114 | 104 | 110 | 93 | 99
c1ccc(CNc2ncnc3scc(-c4cccs4)c23)nc1 | 60 | 47 | 80 | 62 | 43 | 64 | 12 | 67
Cn1cnc(I)c1Cc1ccc(OCc2ccccc2)cc1 | 77 | 54 | 68 | / | 49 | 96 | 48 | 74
COC(=O)CNC(=O)c1ccc(-n2cc(-c3ccccc3)nn2)cc1 | 106 | 101 | 101 | 98 | 102 | 98 | 107 | 101
CCCCn1c(=O)c(-c2cc(-c3ccc(Cl)cc3)nc(-c3ccc(Cl)cc3)c2)cc2cc(OC)ccc21 | 91 | 90 | 95 | 98 | 91 | 102 | 98 | 96
O=C(/C=C/c1ccc2c(c1)OCO2)c1ccc(O)cc1O | 78 | 67 | / | 42 | 26 | 93 | 59 | 61
COc1ccc([C@H]2[C@H](O)C(=O)N2c2cc(OC)c(OC)c(OC)c2)cc1 | 25 | 70 | 17 | / | / | -2.4* | 8.3* | 12
CCOC(=O)c1[nH]c(=O)c2c(OCC)nc(-c3ccccc3)cc2c1O | 106 | 100 | 108 | 125 | 120 | 233 | 90 | 102
COc1ccc(OC)c(/C=C/c2nc(SCc3ccccc3)n(-c3ccc(Cl)cc3)n2)c1 | 67 | 78 | -2.4* | 20 | 18 | 62 | 34 | 53
CCCCCCCCN(CCO)CCCCCCCC | 117 | 98 | 117 | 97 | 104 | 106 | 99 | 94
CC1=C(C(=O)Nc2ccccn2)C(c2cn(-c3ccccc3)nc2-c2ccc(F)cc2)C(C(=O)Nc2ccccn2)=C(C)N1 | 73 | 80 | 92 | 91 | / | 94 | 41 | 53
COCOc1ccc2c(=O)c(C)c(C(=O)N[C@@H](Cc3ccccc3)C(O)C(=O)NCCc3ccc(OC)cc3)oc2c1 (some centres not stated) | 99 | 97 | 104 | / | 84 | 122 | 95 | 103
CN1C(=O)/C(=C/c2ccc(C(=O)Nc3ncc(Cc4cccc(Cl)c4)s3)cc2)SC1=S | 77 | 43 | 75 | 85 | 55 | 57 | 38 | 46

Carrying on:
SMILES	MDA-MB-231	T-47D	HS 578T	SR	K-562	BT-549	MDA-MB-468	MCF7
O=C(CSc1oc(-c2ccccc2)nc1S(=O)(=O)c1ccccc1)Nc1ccc(F)cc1	76	70	98	84	75	78	50	93
C=CCSc1nnc(-c2ccc(C(C)(C)C)cc2)n1-c1cccc(C(F)(F)F)c1	/	/	46	/	20	19	22	12
CCCCCCCCCCCCCCCCCOC(=O)CCCCCCCCCCCCC	139	101	113	113	109	115	108	108
COc1nc(N(CCO)c2ccccc2)nc(N(CCO)c2ccccc2)n1	110	99	98	79	87	146	102	87
C[n+]1cc2ccccc2c2ccccc21	95	94	104	86	102	97	83	97
O=C(Nc1cc(S(=O)(=O)O)cc2cc(S(=O)(=O)O)cc(O)c12)c1ccccc1	101	124	120	126	118	110	112	105
Cc1ccccc1C(=O)Nc1ccc(Cl)cc1	108	96	102	88	90	116	98	89
Cc1csc(/N=C(N)/N=C(\N)c2cccc(C(F)(F)F)c2)n1	94	74	120	81	78	102	110	61
COc1ccc(C(=O)N2CCN(C(=O)c3cc(OC)c(OC)c(OC)c3)CC2)cc1OCCCN1C(=O)c2cccc3cccc(c23)C1=O	84	80	108	/	52	132	89	96
Brc1ccc2[nH]cc(-c3nn4cc(-c5nccs5)nc4s3)c2c1	-13*	30	-0.7*	45	13	63	51	34
c1ccc2nc(N3CCCCC3)c(N3CCCCCC3)nc2c1	101	102	113	92	93	102	94	104
CC(=O)Nc1ccc(O)c2ccccc12	110	95	108	98	100	/	108	93
CCn1cc(C2=C(c3cn(C)c4ncccc34)C(=O)NC2=O)c2cccnc21	61	30	32	59	100	33	37	38
C/C=C(C)/C=N\O	114	106	93	104	120	113	106	107
Clc1ccccc1OCCSc1n[nH]c2nc3ccccc3n12	90	81	194	82	84	106	/	102
COc1cc(C2CC(c3cc(OC)c(OC)c(OC)c3)=NN2C(C)=O)ccc1Oc1nc2c(c(=O)n(C)c(=O)n2C)n1C (configuration not stated)	83	99	88	89	126	100	94	86
NS(=O)(=O)c1cccc(Nc2nc(SCc3ccc([N+](=O)[O-])cc3)nc3ccccc23)c1	60	40	42	51	32	61	72	40
O=C(NNC(=O)c1ccc(NC(=O)c2ccccn2)cc1)NC1CCCCC1	118	110	84	108	108	98	110	98
CC/C=C\C=C/C(=O)N/C=C/CC1Cc2cccc(O)c2C(=O)O1 (configuration not stated)	64	67	51	-68*	26	75	/	67
CC(Sc1nc2ccccc2c(=O)n1CCc1ccc(S(N)(=O)=O)cc1)C(=O)c1ccccc1 (configuration not stated)	92	52	93	97	/	87	109	97
CC12CC3(C)SC(C)(CC(C)(S1)S2)S3	111	109	96	93	100	99	98	105
Cc1cccc(C)c1NC(=O)c1ccccc1	100	/	93	99	105	/	99	102
COc1ccc(/C=C2\CCCC3=C2NC(N)=NC3c2ccc(OC)c(OC)c2)cc1OC (configuration not stated)	74	79	88	28	56	36	-16*	28
O=C(CSc1nc2ccccc2c(=O)n1-c1ccccc1)Nc1ccc(S(=O)(=O)Nc2ccc(Cl)nn2)cc1	99	91	99	100	106	96	92	98
CC(C)CCN(CCC(C)C)CC(O)c1ccc2ccc3ccccc3c2c1 (configuration not stated)	87	71	86	58	58	/	86	64
CCCCCCCCCCCCCCCC[N+](C)(C)CCN(Cc1ccc(OC)cc1)c1ncccn1	-83*!	-5.5*!	-73*!	-45*!	35	-75*!	-52*	48&20
N#Cc1c(-c2ccc(Br)cc2)nc(SCC(=O)c2ccccc2)[nH]c1=O	100	92	94	/	103	103	95	92
Nc1cn[nH]c(=O)c1Cl	102	97	93	95	103	/	103	90
CS(=O)(=NC#N)c1ccc(-c2cnc(N)c(C(=O)Nc3ccccc3)n2)cc1 (configuration not stated)	102	99	55	44	71	73	97	46
CC(=O)CCC1CC(=O)OC1(C)C (configuration not stated)	124&114	101&97	103&112	96&101	105&107	111	108&118	103&97
CC(C)COc1nc2c(c(=O)n(C)c(=O)n2C)n1C	108	89	100	91	98	103	/	86
O=C(O)C1C2C=CC(O2)C1C(=O)Nc1ccccn1 (configuration not stated)	101	103	97	/	85	96	99	106
CCSC1=NC2C(N(CC)C(=O)N2CC)N1/N=C/C=C/c1ccccc1[N+](=O)[O-] (configuration not stated)	-1.7*	63	6.4*	15	10	10	-0.6*	12
CC(=O)Nc1ccc2nc(NC(=O)c3ccc(OC(C)=O)cc3)sc2c1	94	/	107	62	87	100	86	81
CN(C)[C@@H]1C(=O)C(C(N)=O)=C(O)[C@@]2(O)C(=O)C3=C(O)c4c(O)ccc(Cl)c4[C@@H](O)[C@H]3C[C@@H]12	95	83	89	81	75	76	67	86
O=C1c2ccccc2C(c2ccccc2)C1c1ccccc1 (configuration not stated)	89	83	106	86	77	131	71	69
N#CC1=C(Nc2ccccc2)SC(c2cccs2)NC1=O (configuration not stated)	/	/	99	/	100	88	104	102
CCc1ccc2c(c1)N(CCO)C1=C(C(=O)OC1)C2c1ccc(Cl)c(Cl)c1 (configuration not stated)	94	76	103	65	46	95	95	77
Cc1ccc(/C=C/C(=N/N=C(N)N)c2ccccc2)cc1	36	41	-5.3*	-9.6*	12	48	-6.8*	12
O=C1c2ccccc2C(=O)N1c1ccccc1	90	96	119	86	106	107	108	97
Cc1cc(C)c(-c2c(O)c(Br)c(-c3c(C)cc(C)c(Br)c3C)c(O)c2Br)c(C)c1Br	-42*	-19*	42	18	15	22	49	6.5*
COc1cc2c(cc1OC)/C(=C\c1sc(Nc3ccc(O)cc3)nc1O)C(C(=O)O)=N2	30	47	31	17	11	57	-1.1*	12
NC(=S)N1N=C(c2cc3ccccc3o2)CC1c1c[nH]c2ccccc12 (configuration not stated)	77	74	96	74	/	92	94	55
